Screens: PubChem, National Center for Advancing Translational Sciences (NCATS)
GLP-1R inv ag: inverse agonists of human GLP-1 receptor. P43220. HEK293 GLP-1R CRE-luciferase, luminescence, 24 h; GLP-1R form is constitutively active. Potency, µM (highest dose often 38.3 µM), for the others: at the highest dose activity change, negative = inhibition, most hits filed as inhibitors. 410,000 compounds, 1.6% hits; note: potency is the fitted concentration of half-maximal effect; % is set by controls: 0 for no effect and ±100 for the full control effect; nearly all actives have a fitted effect of over 55% in size
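Assay principle: reduced luminescence from a cAMP-responsive reporter in HEK293 cells co-expressing a constitutively active GLP-1R. Conditions: 24 hr compound incubation, 37 deg C, 5% CO2.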
TDP-43 yeast inh: rescues yeast growth from TDP-43 toxicity; Potency, µM (series often up to 46.1 µM), for inactives: at the top dose growth rescue (activation), actives largely listed as activators; TDP-43 expressing yeast growth rescue, BacTiter-Glo, 24 h; 410,000 compounds, 1.8% hits; AID 652104; note: potency is the fitted concentration of half-maximal effect; % of control where 0% means no effect; nearly all actives have a fitted effect of over 50% in size
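Galactose-induced TDP-43 yeast, OD600=0.02, compound pinned; 24 hr, 30 deg C; BacTiter-Glo luminescence for growth. Inhibitors of TDP-43 toxicity read as activators.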
GLP-1R agonist: agonists of human GLP-1 receptor; AID 624172; HEK293 GLP-1R CRE-luciferase, luminescence, 4-6 h; cells express a hypersensitive GLP-1R form; 380,000 compounds, 0.007% hits; P43220; Potency, µM (highest dose often 45.6 µM), for inactives: at the highest dose activation, usual class: activators; note: potency is the fitted concentration of half-maximal effect; % of control where 0% means no effect
Abeta yeast res: restores growth of yeast expressing A-beta42 peptide | AID 1347071 | yeast expressing A-beta42, growth rescue, OD600, 48 h; response scale: 0% DMSO, 100% iron-clioquinol control | Potency, µM (series often up to 46.1 µM), inactives show at the highest dose growth rescue, hits mostly activators | 410,000 compounds, 0.063% hits; note: potency is the fitted concentration of half-maximal effect; nearly all actives have a fitted effect of over 55% in size
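Yeast growth medium received pinned compounds, then yeast cells expressing toxic A-beta were added; plates incubated at 30 C for 48 hr. Growth read as absorbance at 600 nm, normalized to DMSO and equimolar FeCl3 plus clioquinol controls.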
FUS suppressor: FUS proteinopathy suppression in yeast; AID 1347120; S. cerevisiae FUS-expressing, growth rescue, OD600, 24 h; 390,000 compounds, 0.24% hits; Potency, µM (titrated, usually from 76.6 µM), inactives show top-dose growth rescue (activation), usual class: activators;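 note: potency is the fitted concentration of half-maximal effect; plate controls were DMSO vehicle for no effect and reference control for full effect; nearly all actives have a fitted effect of over 55% in size; some results filed as inactive show a strong effect at the top dose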
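Restored growth of FUS-toxic S. cerevisiae, read as 600 nm absorbance after 24 h at 30C in galactose medium (starting OD 0.005). Controls CP55940 and DMSO.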
Akt phos inh: blocks phosphorylation of Akt. Neuro2A IGF-stimulated pAkt S473 HTRF, 20 min; hits give low values. activity change, % for hits at 50 µM. 360,000 compounds, 0.32% hits. AID 651550; in the data active = activity change below about -80%; inconclusive = mostly about -51% to -80%; note: % is set by controls: 0 for no effect and ±100 for the full control effect
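Neuro2A cells (4,500/well, DMEM with 0.5% FBS) were treated with compound at a single 50 µM final concentration, stimulated with 6 nM IGF for 20 min at 37 °C, and lysed. Phospho-Akt Ser473 was read by HTRF as 665/615 ratio ×10^4.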
PTHR1 ag: agonists of human PTHR1 parathyroid hormone receptor | Potency, µM (highest dose often 115 µM), inactives show top-dose activation, most hits filed as activators | HEK293 GP2 PTHR1 cells, GloSensor cAMP luminescence, 1 h | Q03431 | 410,000 compounds, 0.075% hits; note: potency is the fitted concentration of half-maximal effect; nearly all actives have a fitted effect of over 55% in size; some results filed as inactive show a strong effect at the top dose; inactives centre near -15; many of its hits are not listed in these tables
Target sequence (Q03431 whole entry, looked up): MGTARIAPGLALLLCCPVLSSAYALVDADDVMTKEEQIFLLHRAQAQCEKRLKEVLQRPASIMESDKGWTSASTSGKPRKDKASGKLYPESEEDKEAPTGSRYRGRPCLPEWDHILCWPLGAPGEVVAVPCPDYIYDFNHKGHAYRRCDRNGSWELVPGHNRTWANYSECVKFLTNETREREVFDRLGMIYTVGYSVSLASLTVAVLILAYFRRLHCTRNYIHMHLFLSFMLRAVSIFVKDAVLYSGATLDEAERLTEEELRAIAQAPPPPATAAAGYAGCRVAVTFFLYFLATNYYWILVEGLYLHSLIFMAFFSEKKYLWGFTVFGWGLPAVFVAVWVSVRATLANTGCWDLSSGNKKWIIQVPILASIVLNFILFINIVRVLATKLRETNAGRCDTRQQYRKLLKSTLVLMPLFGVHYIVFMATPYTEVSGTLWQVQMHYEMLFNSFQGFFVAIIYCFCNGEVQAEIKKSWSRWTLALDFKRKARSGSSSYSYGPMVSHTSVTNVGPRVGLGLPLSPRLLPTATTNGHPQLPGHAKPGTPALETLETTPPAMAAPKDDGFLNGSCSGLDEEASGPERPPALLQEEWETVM
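HEK-293-derived GP2 cells expressing PTHR1 and a GloSensor cAMP reporter, 3,000/well, plated overnight, given luciferin plus IBMX (each 0.5 mM as added) for 1 h at 37 °C, then compound for 1 h at 37 °C. Luminescence was read after 15 min at room temperature.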
D3 antag: antagonists of human D3 dopamine receptor. max response, negative = inhibition, %. D3R cells, DiscoveRx beta-arrestin luminescence, antagonist mode; hits give low values. P35462. 360,000 compounds, 2.5% hits; in the data active = max response below about -50%; inconclusive = no clear call, values can overlap the other calls; note: % is set by controls: 0 for no effect and ±100 for the full control effect; mostly tested at two doses, the higher about 12 µM
Target sequence (P35462 whole entry, looked up): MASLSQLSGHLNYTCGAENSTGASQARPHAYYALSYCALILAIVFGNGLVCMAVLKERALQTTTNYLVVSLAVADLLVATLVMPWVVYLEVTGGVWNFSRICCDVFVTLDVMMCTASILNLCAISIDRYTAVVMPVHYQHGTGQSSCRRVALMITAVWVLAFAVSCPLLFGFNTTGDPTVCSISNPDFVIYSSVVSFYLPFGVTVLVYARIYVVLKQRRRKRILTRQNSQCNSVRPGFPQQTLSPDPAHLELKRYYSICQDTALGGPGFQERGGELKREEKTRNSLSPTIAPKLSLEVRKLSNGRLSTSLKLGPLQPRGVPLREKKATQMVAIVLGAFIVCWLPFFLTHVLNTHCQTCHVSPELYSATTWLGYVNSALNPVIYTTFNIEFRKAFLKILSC
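Cells expressing the human receptor were seeded at 1500 cells/well, incubated overnight at 37 degrees C in 5% CO2, then exposed to library compounds with dopamine controls for 90 minutes at 37 degrees C before luminescent detection.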
aSyn rescue: alpha-synuclein toxicity inhibition in yeast | 370,000 compounds, 0.14% hits | Potency, µM (titrated, usually from 46.1 µM), for inactives: top-dose growth rescue (activation), hits mostly activators | AID 652106 | Yeast expressing alpha-synuclein, growth rescue, BacTiter-Glo, 24 h; note: potency is the fitted concentration of half-maximal effect; % of control where 0% means no effect; nearly all actives have a fitted effect of over 65% in size
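Galactose-induced alpha-syn yeast (OD600=0.02, raffinose-pregrown) + pinned cpd, 24 hr, 30 deg C; growth by BacTiter-Glo luminescence. Growth restoration scores as activation.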
The depositor's hits bear a star; i = inactive; ? = inconclusive; / = not tested or not shown; [ ] = remark or other dose. Unless noted, calls come from the whole dose curve; as a rule, active = well fitted curve in the direction sought with a large enough effect; inconclusive = small, poorly fitted or top-dose-only effect, or another doubt; inactive = no such curve, though single readings can be large; an effect the other way counts as inactive or inconclusive. An excerpt; rates above refer to the full screens.

SMILES	GLP-1R inv ag	TDP-43 yeast inh	GLP-1R agonist	Abeta yeast res	FUS suppressor	Akt phos inh	PTHR1 ag	D3 antag	aSyn rescue
COc1cccc(CNC(=O)CCNC(=O)c2ccco2)c1	7%	15%	-8%	-3%	-10%	i	i	19	3%
Cc1cc(NC(=O)c2ccc(Cl)c(Cl)c2)ccc1-c1cc2ccccc2oc1=O	3%	10%	/	-6%	11%	/	-55%[inhibitor]	/	/
CN1CCN(CCC(=O)Nc2ccc3c(c2)OCO3)CC1	0%	0%	-1%	8%	-13%	i	i	10	0%
CC(C)(O)[C@@H]1CC(=O)[C@]2(C)[C@H](CC[C@@]3(C)[C@H](c4ccoc4)OC(=O)[C@H]4O[C@]432)[C@@]1(C)/C=C\C(=O)O	10%	-1%	3%	-8%	11%	i	-21%	13	-13%
Cn1c(=O)[nH]c(=O)c2c1nc(NCCCO)n2CCCc1ccccc1	9%	-16%	-1%	20%	-4%	i	i	10	-8%
Cc1ccc(NC(=O)C2CCCN(c3ncnc4onc(-c5ccc(F)cc5)c34)C2)c(Cl)c1 (stereo unspecified)	1%	18%	/	-38%[inhibitor]	-19%	/	i	/	/
CN(C)C(=O)c1cc(C(=O)c2ccc(F)cc2F)c[nH]1	15%	12%	11%	10%	-20%	i	i	-1	-9%
Cc1cc(C)c2c(CN3CCN(Cc4ccc5c(c4)OCO5)CC3)cc(=O)oc2c1C	?	9%	-4%	3%[9.22 µM]	-25%	i	-26%	-15	-1%
COc1ccc(C/C(N)=N/OC(=O)CCc2ccccc2)cc1	-13%	?	18%	-21%	23%	i	-4%	-16	-37%[inhibitor]
COc1ccc(NC(=O)Cn2nc(C)c3c(C)n(-c4ccccc4)nc3c2=O)cc1OC	4%	23%	/	2%	18%	/	i	/	/
COc1ccc(-c2cc(C(=O)Nc3c(C)nn(Cc4ccc(Cl)cc4)c3C)no2)cc1	-6%	-4%	0%	11%	16%	i	-32%[inhibitor]	5	3%
Cc1nc(-c2cccc(S(=O)(=O)N3CCCCCC3)c2)cs1	?	12%	27%	-39%[inhibitor]	11%	i	i	29	-6%
CC1CCN(CCCNC(=O)CN2CCN(Cc3ccc(Cl)cc3)C2=O)CC1	-16%	24%	0%	16%	-22%	i	-6%	-15	0%
CCn1c2ccccc2c2nnc(SCC(=O)NC(CC(C)C)C(=O)OC)nc21 (stereo unspecified)	37%[activator]	-25%	4%	-24%	22%	i	i	?	-4%
COC(=O)c1ccc(NC(=O)COC(=O)CCC2CCCC2)cc1	9%	?	-4%	?	9%	i	16%	-2	9%
O=c1[nH]c(=O)n([C@H]2C[C@H](O)[C@@H](CO)O2)cc1I	1%	?	20%	0%	-33%	i	i	9	-2%
COc1ccc(-c2cc3c(=O)n(CC(=O)NCCN4CCCC4)nc(C)n3n2)cc1	?	-16%	1%	-18%	-5%	/	i	-3	-3%
CC(C)(C)NC(=O)CN(C(=O)CS(=O)CC(=O)Nc1ccc(F)cc1)c1ccccc1 (stereo unspecified)	3%	-28%	-2%	9%	18%	i	i	23	-4%
C=CC[C@@H](CC(=O)N[C@@H](CO)Cc1ccccc1)C(=O)N[C@H](COC(=O)[C@@H](CC=C)Cc1ccc(F)cc1)Cc1c[nH]c2ccccc12	13%	13%	-4%	3%	16%	i	-20%	22	4%
COc1ccc(CCC(=O)NC(C)C2CCCO2)cc1 (stereo unspecified)	24%	-11%	3%	9%	10%	i	-12%	7	-1%
CC1=C(c2ccc(Cl)cc2)S(=O)(=O)N=C1N1CCC(C(=O)NCCc2ccco2)CC1	9%	0%	/	12%	34%	/	-11%	/	/
CCCCCOc1ccc(N2C(=O)C3C4C=CC(C3C2=O)N(C)C4=O)cc1 (stereo unspecified)	?	2%	-7%	6%	19%	i	-2%	13	2%
CCn1ccc(C(=O)NC2C(=O)N3C(C(=O)O)=C(C)CSC23)n1 (stereo unspecified)	6%	-7%	-14%	2%	-6%	i	i	22	1%
CCC(C)(C)NC(=O)CN(C(=O)CCC(=O)Nc1nccs1)c1ccc2c(c1)OCCO2	-16%	-14%	5%	-2%	23%	i	-2%	-14	0%
O=C(COc1ccccc1)Nc1ccccc1C(=O)NCc1ccco1	-1%	20µM*	13%	11%	41%	i	0%[57.5 µM]	2	1%

Brought forward from above: 5 entries; new compounds follow.
SMILES	GLP-1R inv ag	TDP-43 yeast inh	GLP-1R agonist	Abeta yeast res	FUS suppressor	Akt phos inh	PTHR1 ag	D3 antag	aSyn rescue
CC1=C(c2ccc(Cl)cc2)S(=O)(=O)N=C1N1CCC(C(=O)NCCc2ccco2)CC1	9%	0%	/	12%	34%	/	-11%	/	/
CCCCCOc1ccc(N2C(=O)C3C4C=CC(C3C2=O)N(C)C4=O)cc1 (stereo unspecified)	?	2%	-7%	6%	19%	i	-2%	13	2%
CCn1ccc(C(=O)NC2C(=O)N3C(C(=O)O)=C(C)CSC23)n1 (stereo unspecified)	6%	-7%	-14%	2%	-6%	i	i	22	1%
CCC(C)(C)NC(=O)CN(C(=O)CCC(=O)Nc1nccs1)c1ccc2c(c1)OCCO2	-16%	-14%	5%	-2%	23%	i	-2%	-14	0%
O=C(COc1ccccc1)Nc1ccccc1C(=O)NCc1ccco1	-1%	20µM*	13%	11%	41%	i	0%[57.5 µM]	2	1%
CCOc1ccc(NS(=O)(=O)c2ccc(C(=O)N(C)Cc3cccc(OC)c3OC)cc2)cc1	?	-13%	0%	13%	22µM*	i	-26%	?	0%
Cc1ccsc1/C=N/NC(=O)c1ccccn1	106%[activator]	17%	-8%	-8%	/	i	-18%	-9	0%
COc1ccccc1NS(=O)(=O)c1cccc(C(=O)NNC(=O)C(NC(N)=O)C(C)C)c1 (stereo unspecified)	15%	3%	0%	3%	8%	i	i	-3	-7%
CC(=O)c1ccc(N2CCN(C(=O)C3CCC3)CC2)cc1	9%	-3%	-1%	-9%	15%	i	-34%	-11	5%
Cc1noc(C)c1CN1C(=O)c2ccccc2C1=O	39%[activator]	17%	2%	12%	4%	i	i	5	8%
COc1ccc(Cl)c(NC(=O)Cn2nnc(-c3ccccc3N)n2)c1	?	3%	-1%	16%	20%	i	-10%[57.5 µM]	-11	6%
COc1ccc(/C(N)=N/OC(=O)c2ccc([N+](=O)[O-])c(C)c2)cc1OC	18%	1%	-2%	-7%	-23%	i	i	2	0%
CCc1nc(C)cn1S(=O)(=O)c1cc(C)c(OC)c(C)c1C	0%	-2%	0%	4%	-6%	i	-30%[inhibitor]	2	6%
CC[C@@H](C)[C@@H](C(=O)Nc1ccc(C)cc1)N1Cc2ccccc2C1=O	?	?	-2%	8%	?	/	-39%[inhibitor]	/	/
N#CCc1ccc(OC(=O)c2ccncc2)cc1	16%	-11%	1%	13%	-1%	i	-9%	5	1%
CC(C)Oc1cccc(C(=O)C2CCCN(C(=O)c3cc(C4CC4)[nH]n3)C2)c1 (stereo unspecified)	?	-6%	-3%	-2%	16%	i	i	-11	-2%
COCCNC(=O)C1(C)CCCN(Cc2cc3ccccc3o2)C1 (stereo unspecified)	-10%	21%	12%	-19%	-26%	i	i	0	-8%
O=C(OC1C2C=CC1C1C(=O)NC21)c1ccccc1 (stereo unspecified)	13%	0%	-5%	10%	-35%[inhibitor]	i	i	18	1%
COC(=O)C1=C(C)C(c2ccc(OC)cc2)NC(=S)N1 (stereo unspecified)	0%	15%	2%	14%	-11%	i	i	3	4%
COc1ccc(-c2c(C#Cc3ccsc3)c3cc(-c4ccc(OC)c(F)c4)ccc3n2C)cc1	23%	-4%	0%	5%	15%	i	-11%	16	-1%
COc1ccc(N2C(=O)CC(N3CCN(S(=O)(=O)c4c(F)cccc4F)CC3)C2=O)cc1OC (stereo unspecified)	-7%	7%	-16%	8%	29%	i	i	3	3%

Quoted from the listing.
COc1ccc(-c2c(C#Cc3ccsc3)c3cc(-c4ccc(OC)c(F)c4)ccc3n2C)cc1 in Abeta yeast res reads 5%
N#CCc1ccc(OC(=O)c2ccncc2)cc1 in GLP-1R inv ag reads 16%
